GCN5L2 inh = inhibitors of human GCN5L2 histone acetyltransferase. AID 504327. hit rate 0.21% among 390,000. GCN5L2 HAT assay, ThioGlo1 CoA-SH fluorescence. Q92830. Potency, µM (top dose mostly 58.9 µM), for inactives: top-dose activity change, negative = inhibition, most hits filed as inhibitors
Target sequence (Q92830 whole entry, looked up): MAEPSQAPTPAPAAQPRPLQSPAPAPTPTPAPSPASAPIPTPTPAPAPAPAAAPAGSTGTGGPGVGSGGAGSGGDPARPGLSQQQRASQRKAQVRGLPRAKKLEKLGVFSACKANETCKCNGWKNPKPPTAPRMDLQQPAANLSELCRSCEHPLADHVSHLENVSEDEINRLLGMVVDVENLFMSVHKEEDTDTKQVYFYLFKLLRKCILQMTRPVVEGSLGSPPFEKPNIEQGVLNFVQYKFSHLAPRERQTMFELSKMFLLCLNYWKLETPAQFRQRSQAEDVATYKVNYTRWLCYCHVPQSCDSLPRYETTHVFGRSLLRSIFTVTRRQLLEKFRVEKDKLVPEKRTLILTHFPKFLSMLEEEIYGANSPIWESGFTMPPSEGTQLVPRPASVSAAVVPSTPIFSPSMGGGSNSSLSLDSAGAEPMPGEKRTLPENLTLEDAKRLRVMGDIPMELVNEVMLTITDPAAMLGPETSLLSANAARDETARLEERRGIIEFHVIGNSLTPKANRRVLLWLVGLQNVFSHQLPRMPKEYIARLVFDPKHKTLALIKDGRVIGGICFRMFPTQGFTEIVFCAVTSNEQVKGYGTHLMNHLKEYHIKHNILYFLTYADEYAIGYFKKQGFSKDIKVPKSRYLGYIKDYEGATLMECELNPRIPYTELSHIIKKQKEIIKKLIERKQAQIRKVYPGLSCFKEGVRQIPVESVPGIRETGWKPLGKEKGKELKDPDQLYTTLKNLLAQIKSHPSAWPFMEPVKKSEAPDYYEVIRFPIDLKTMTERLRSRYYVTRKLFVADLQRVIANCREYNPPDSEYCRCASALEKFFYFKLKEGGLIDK
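ThioGlo1-coupled HAT assay: 20nM GCN5L2, 70uM acetyl-CoA, 75uM H3(1-25) peptide, pH 7.5. Fluorescence read at 340/540nm at start and after 20 min at room temperature.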
DT40 TDP1 CPT = DT40-hTDP1 cell growth loss with CPT; Potency, µM (series often up to 46.2 µM), for the others: at the top dose activity change, negative = growth inhibition, usual class: inhibitors; chicken DT40 Tdp1-/-;hTDP1 cells + 20 nM CPT, ATP luminescence, 48 h; hit rate 12% among 420,000; note: nearly all actives have a fitted effect of over 55% in size
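Cell growth measured by CellTiter-Glo luminescence after a minimum 48 h, 37 C compound exposure with 20 nM CPT in Tdp1-knockout DT40 cells stably expressing hTDP1, seeded 400/well; qHTS titration format.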
DT40 TDP1 no CPT = qHTS for Inhibitors of human tyrosyl-DNA phosphodiesterase 1 (TDP1): qHTS in cells in absence of CPT; DT40 Tdp1-/- hTDP1 cells, no CPT, ATP luminescence, 48 h; Potency, µM (top dose mostly 46.2 µM), for the others: top-dose activity change, negative = growth inhibition, most hits filed as inhibitors; hit rate 15% among 420,000; note: nearly all actives have a fitted effect of over 55% in size
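Camptothecin absent (DMSO only). Human TDP1-complemented DT40 knockout cells, 400 cells/well, 37 °C for minimum 48 hr; ATP measured via CellTiter-Glo, 30 min dark incubation, luminescence.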
An asterisk follows results filed as active; ? = inconclusive; nt = no result given; & = joins results of further samples. Calls come from the whole dose curve; as a rule, active = well fitted curve in the direction sought with a large enough effect; inconclusive = small, poorly fitted or top-dose-only effect, or another doubt; inactive = no such curve, though single readings can be large; an effect the other way counts as inactive or inconclusive. % is set by controls: 0 for no effect and ±100 for the full control effect; potency is the fitted concentration of half-maximal effect.

SMILES	GCN5L2 inh	DT40 TDP1 CPT	DT40 TDP1 no CPT
O=C(Nc1c2c(nn1-c1ccccc1)CS(=O)(=O)C2)c1ccco1	-5%	-3%	29%
CC(C)(C)C(=O)Nc1ccccc1C(=O)NCCC(=O)Nc1ccccc1	-4%	-21%	-21%
Cc1ccc2c(nc3s/c(=C/c4cccs4)c(=O)n32)c1C	-13%	-30%	-14%
COc1ccc(N2CCN(C(=O)c3c(C)nn(-c4ccccc4)c3C)CC2)cc1	-1%	?	?
CN(CCc1ccccc1)C(=O)c1ccc(NC(=O)Cc2cccc(NC(=O)C3CCN(S(=O)(=O)c4cccc([N+](=O)[O-])c4)CC3)c2)cc1	nt	-24%	-28%
COc1ccc(NC(=O)CSCc2cc(=O)n3nc(C4CC4)sc3n2)cc1	-15%	-5%	-17%
O=S(=O)(c1ccc(F)cc1)N1CCN(C(=S)NC2CCCC2)CC1	-6%	-28%	-7%
CS(=O)(=O)n1nc(OC(=O)c2cccs2)cc1N	-9%	?	-10%
O=C(CN(Cc1ccco1)C(=O)CNS(=O)(=O)c1ccccc1)NCc1ccc(F)cc1	1%	4%	-16%
COC(=O)c1scc2c(Oc3ccccc3)cc(C(F)(F)F)nc12	-4%	-18%	?
COc1cc(NS(=O)(=O)c2ccc3ccccc3c2)c2ncccc2c1	-7%	8.2µM*	7.3µM*
CCOc1ccc(N(C(=O)C2CCCO2)C2C=CS(=O)(=O)C2)cc1 (configuration not stated)	-2%	13%	1%
COc1ccc(CSCC(=O)N/N=C/c2ccc(OCC(=O)N3CCCCC3)cc2)cc1	-12%	-22%	-11%
COc1ccc(C(=O)OCC(=O)NC23CC4CC(CC(C4)C2)C3)c(O)c1	nt	23µM*	?
CCN(C[C@H]1N[C@@](CC)(C(=O)OC)[C@H]2C(=O)N(Cc3ccccc3)C(=O)[C@@H]12)S(=O)(=O)c1ccccc1	-4%	-24%	?
Cc1ccc2cc(CCNC(=O)C(C)(C)C)c(=O)[nH]c2c1	-4%	-19%	-7%
O=C(NC1CCCCC1)N1CCC(c2nc(-c3ccc(S(=O)(=O)N4CCCC4)cc3)no2)CC1	3%	10µM*	9.2µM*
O=C(CCCC(=O)N(CC(=O)NC1CCCC1)c1cccc(F)c1)Nc1ccccn1	-10%	-5%	-4%
CCO[C@@H]1OC(C(=O)N2CCN(C)CC2)=C[C@H](c2ccc(C(F)(F)F)cc2)[C@H]1CCCO	2%	-23%	-10%
COc1ccc(NC(=S)Nc2cccc(Cl)c2Cl)cc1OC	-5%	-12%	-14%
COC(=O)c1cnc(NCc2ccc(F)cc2)c2ccccc12	-8%	-29%	?
CCNS(=O)(=O)c1ccc(NC(=O)c2ccc(Cn3cc(Br)cn3)o2)cc1	1%	?	?
O=C(c1ccncc1)N1CCC[C@@]2(CCN(c3ccncc3)C2)C1	-3%	-5%	11%
Cc1[nH]c(=O)[nH]c(=O)c1S(=O)(=O)N1CCN(c2ccccc2F)CC1	-5%	10%	-11%
COC(=O)c1ccccc1NC(=O)c1ccc2c(c1)C(=O)N(Cc1ccco1)C2=O	nt	8%	12%

Following part
SMILES	GCN5L2 inh	DT40 TDP1 CPT	DT40 TDP1 no CPT
c1cc(OCCCN2CCCCC2)ccc1CN1CCCCC1	-4%	0%	-14%
Nc1ccc(N)c(C(=O)O)c1	7.9µM*	?	?
CCSC1=C(C#N)C2(CCCC2)C(C#N)=C(N)N1	-3%	7.3µM*	16µM*
CCc1noc(C)c1C(=O)OCC(=O)c1ccc(NC(C)=O)cc1F	0%	?	21µM*
CC1CCN(C(=O)CSc2nnc(CN3CCOCC3)n2-c2ccccc2)CC1	-4%	-36%	-13%
CC(C)Cn1c(=O)c(C(=O)N/N=C/c2cccc(F)c2)c(O)c2ccccc21	-1%	2.9µM*	0.33µM*
COc1ccc(N2CCN(Cc3nc4ccccc4n3C)CC2)cc1	-2%	-18%	-16%
COc1cc(OC)c(N(C)S(=O)(=O)c2cccc(C(=O)Nc3nc(C)cs3)c2)cc1Cl	-8%	16µM*	?
O=C1NC[C@H](CCCCN2C[C@H](Cc3ccccc3)N(Cc3ccccc3)C(=O)C2=O)N(CCc2ccc(O)cc2)C1=O	nt	7%	-2%
Cc1ccc2c(c1)N(CCCC(=O)NCc1cccnc1)C(=O)CO2	1%	13%	2%
O=[N+]([O-])c1ccc(Cl)cc1N/N=C/c1ccncc1	-5%	-8%	4%
COC(=O)N1CCc2c(sc(NC(=O)C3=COCCO3)c2C#N)C1	-4%	1.3µM*	0.92µM*
COc1ccc(CC(=O)Nc2sc3c(c2C(=O)Nc2ccc(C)cc2)CCCCC3)cc1	0%	?	16µM*
Cc1cccc(C)c1NC(=O)CNC(=O)c1ccc2c(c1)NC(=O)CS2	-2%	8%	6%
NS(=O)(=O)c1ccc(CCNCC#Cc2ccccc2)cc1	-11%	-7%	-6%
O=C(CCCNC(=O)c1ccc(Cl)cc1)Nc1cccc(S(=O)(=O)N2CCCCC2)c1	-2%	?	?
O=C(O)Cn1c(=O)c2c3c(sc2n(Cc2ccc(Cl)cc2Cl)c1=O)CCCC3	-11%	-21%	-24%
O=C([O-])c1ccccc1-[n+]1c(-c2ccccc2)cc(-c2ccccc2)cc1-c1ccccc1	-4%	4.6µM*	5.8µM*
COc1ccc(N=Cc2nc(-c3ccco3)oc2O)cc1	-4%	?	29µM*
COc1ccc(C(=O)OCc2ccc(C)cc2)cc1S(=O)(=O)N1CCOCC1	-2%	-2%	?
COc1cnc(-c2cccc(C(F)(F)F)c2)c(NC(=O)c2cc3ccccc3s2)n1	nt	18µM*	10µM*
NC(=O)C1CCN(C(=O)/C=C/c2ccco2)CC1	-2%	-17%	-3%
Cc1c(Cl)cccc1NC(=S)NCCc1ccc(C(F)(F)F)cc1	-13%	?	16µM*
Cc1cccc(N2CCN(C(=O)c3ccc4ncsc4c3)CC2)c1C	-6%	2.1µM*	5.2µM*
O=C(COc1ccc(S(=O)(=O)NCc2ccccc2)cc1)N1CCOCC1	1%	0%	-19%

Part of the list above, as comma-separated lines:
structure,GCN5L2 inh,DT40 TDP1 CPT,DT40 TDP1 no CPT
COc1ccc(C(=O)OCC(=O)NC23CC4CC(CC(C4)C2)C3)c(O)c1,nt,23µM*,?
COc1ccc(N2CCN(C(=O)c3c(C)nn(-c4ccccc4)c3C)CC2)cc1,-1%,?,?

Following part.
SMILES	GCN5L2 inh	DT40 TDP1 CPT	DT40 TDP1 no CPT
O=C(CSc1nc2ccccc2o1)N1CCN(c2ccccc2)CC1	nt	-13%	-26%
COc1cccc(-c2nnc(SCC(=O)Nc3ccc(OC)c(OC)c3)n2N)c1	0%	-20%	-19%
CCOC(=O)CSc1nc2cc(S(=O)(=O)N3CCOCC3)ccc2n1CC	-1%	-14%	-17%
CC(/C=N/NC(=O)Cc1cccn1C)=C\c1ccccc1	-4%	?	?
O=C(O)CN1C(=O)/C(=C\c2cccc(OC(=O)c3ccco3)c2)SC1=S	-8%	8%	1%
O=C1CSC(=S)N1/N=C/c1cccc(C(F)(F)F)c1	3%	-10%	1%
CCCC[n+]1c(C)sc2ccc(C)cc21	-4%	?	?
COc1ccc(NC(=O)c2cccc3c(-c4ccc(O)c(OC)c4)coc23)cc1	nt	?	18µM*
Cc1ccc(S(=O)(=O)NC(C(=O)OCC(=O)NC2CCS(=O)(=O)C2)C(C)C)cc1 (configuration not stated)	-2%	4%	-4%
Cc1c(-c2ccc(F)cc2)nc(N)c(C#N)c1-c1ccco1	-9%	-9%	4%
CC1Cn2c(C(=O)NCCc3ccc(Cl)cc3)cc3cccc(c32)S1 (configuration not stated)	-3%	16µM*	?
COc1ccc(C2N(c3ccc(C)cc3)CCN2c2ccc(C)cc2)cc1O	-10%	0%	?
Cc1ccc2onc(CC(=O)N3CCN(c4ccc(Cl)cc4)CC3)c2c1	-3%	?	?
CCOC(=O)C1CCN(C(=O)c2oc3ccc(S(=O)(=O)N4CCCCCC4)cc3c2C)CC1	-22%	?	?
O=C(OC(c1ccccc1)c1nccc2ccccc12)c1cc([N+](=O)[O-])cc([N+](=O)[O-])c1 (configuration not stated)	-10%	15µM*	21µM*
Cc1ccc(Cc2c(-c3ccc(C)cc3)nc3c(C)cc(Br)cn23)cc1	nt	16µM*	16µM*
CCCNC(=O)[C@@H]1CCCN1C(=O)[C@@H]1Cc2ccccc2CN1	0%	10%	?
Cc1c(C#N)c2ccccc2n1CC(=O)NCc1ccccc1	-3%	-23%	?
CCOC(=O)c1ccc(NC(=O)c2cn3c4c(ccc(Cl)c4c2=O)OC(C)C3)cc1 (configuration not stated)	0%	-9%	2%
CCCCC(C)Sc1nc2c([nH]1)c(=S)n(C)c(=O)n2C (configuration not stated)	nt	3.7µM*	5.2µM*
O=C(CC1NC2CCCCC2NC1=O)Nc1cccc(C(F)(F)F)c1 (configuration not stated)	nt	-3%	-26%
Cc1cc(OC(=O)c2c(C)cc(O)cc2O)cc(O)c1C(=O)O	-5%&-12%	?	-9%
COc1ccc(-c2ccc(NS(=O)(=O)c3ccc(C(C)=O)cc3)cc2)nn1	-1%	-28%	-22%
O=C1c2ccccc2C(=O)c2cc(NC(=O)C3CC3)ccc21	0%	?	?
Nc1cccc(Oc2ccc3c(c2)C(=O)NC3=O)c1	-4%	22%	-1%

Going on with the list.
SMILES	GCN5L2 inh	DT40 TDP1 CPT	DT40 TDP1 no CPT
Cc1c(NC(=O)c2cc(-c3ccccc3)on2)c(=O)n(-c2ccccc2)n1C	2%	-18%	-4%
COc1ccc(CCNC2=CC(=O)CCC2)cc1OC	nt	-19%	-13%
COc1ccccc1CCC(=O)Nc1ccc2c(c1)c(=O)n(C)n2Cc1ccc(F)cc1	nt	4.6µM*	5.2µM*
OC(c1ccc(Cl)c(Cl)c1)c1ncc(-c2cccc(F)c2)[nH]1 (configuration not stated)	nt	?	?
CN1CCN(c2nc(-c3ccco3)cc(C(F)(F)F)n2)CC1	-11%	-13%	-3%
CN1CCC(CO)(Cc2ccccc2)CC1	10%	20%	6%
CC(=O)Nc1ccc(NC(=O)CSc2nnc(NC(=O)Cc3ccc(F)cc3)s2)cc1	-4%	3%	-22%
CCOC(=O)c1cccc(C2=CC(=O)C[C@H](c3ccc(OC)c(OC)c3)C2)c1	-10%	?	?
CC(=O)N1CC2(C)CN(C(C)=O)CC(C)(C1)C2=O	-6%	-9%	24%
CC(C)c1nc(=S)c2ccccc2[nH]1	-16%	?	18µM*
CCOc1ccc(C2CC(c3ccc(OC)c(OC)c3)n3nc(N)nc3N2)cc1 (configuration not stated)	1%	-22%	-24%
O=C(CCCN1C(=O)CSc2ncccc21)N1CCN(Cc2ccccc2)CC1	3%	-29%	-18%
Cc1cc(C(=O)C(=O)O)c(C)n1-c1ccc(Cl)c(Cl)c1	24%	7%	-5%
CN(N=Nc1nc[nH]c1C(=O)NN)C1CCCCC1	nt	-16%	-2%
Cc1cc(C(F)(F)F)nn1CC(=O)N1CCOCC1	9%	-1%	2%
Cn1c(N2CCN(C(=O)NCc3ccccc3)CC2)nc2ccccc21	0%	?	-21%
CCOC(=O)C1(S(=O)(=O)c2ccc(Cl)cc2)CCN(Cc2ccc(Cl)cc2)CC1	-3%	16µM*	18µM*
C/C(=N\NC(=O)c1cccc(N/N=C(\C)c2cc(O)ccc2O)c1)c1cc(O)ccc1O	0%	12µM*	16µM*
CC(C)c1ccc(C(=O)Nc2cc(-c3ccccc3F)nn2-c2ccccc2)cc1	-20%	21µM*	10µM*
COc1ccc(N2CCN(CC(=O)Nc3ccccc3C(=O)NCc3ccccc3)CC2)cc1	-2%	15µM*	18µM*
O=C(NCCc1ccc(Cl)cc1)C1CCC(CNc2nc(=S)[nH]c3ccccc23)CC1 (configuration not stated)	0%	6.5µM*	9.2µM*
CCn1c(C)c(C)c2cc(C(=O)NCCc3cc(OC)ccc3OC)ccc21	0%	21µM*	15µM*
COc1cc(/C=C/C(=O)OCC(=O)N2CCOCC2)ccc1OCC#N	0%	-8%	-19%
CCc1nc2ccc(C(=O)NC3CCC(C)CC3)cc2nc1CC (configuration not stated)	-3%	?	-20%

Entries above that have a thiophene ring, fused or not:
SMILES	GCN5L2 inh	DT40 TDP1 CPT	DT40 TDP1 no CPT
Cc1ccc2c(nc3s/c(=C/c4cccs4)c(=O)n32)c1C	-13%	-30%	-14%
CS(=O)(=O)n1nc(OC(=O)c2cccs2)cc1N	-9%	?	-10%
COC(=O)c1scc2c(Oc3ccccc3)cc(C(F)(F)F)nc12	-4%	-18%	?
COC(=O)N1CCc2c(sc(NC(=O)C3=COCCO3)c2C#N)C1	-4%	1.3µM*	0.92µM*
COc1ccc(CC(=O)Nc2sc3c(c2C(=O)Nc2ccc(C)cc2)CCCCC3)cc1	0%	?	16µM*
O=C(O)Cn1c(=O)c2c3c(sc2n(Cc2ccc(Cl)cc2Cl)c1=O)CCCC3	-11%	-21%	-24%
COc1cnc(-c2cccc(C(F)(F)F)c2)c(NC(=O)c2cc3ccccc3s2)n1	nt	18µM*	10µM*

Assay outcomes as filed in PubChem BioAssay.
